# EPAC1 ag = qHTS for Agonist of cAMP-regulated guanine nucleotide exchange factor 3 (EPAC1): primary screen | actives 0.073% (n = 360,000) | EPAC1 agonist qHTS, biochemical assay; response scale: 100% = response to 6.5 mM cAMP | Potency, µM (highest dose often 154 µM), for inactives: top-dose activation, actives largely listed as activators | AID 720707, 2013; also: potency is read from the fitted curve at half-maximal effect; nearly all actives have a fitted effect of over 60% in size
# Target sequence (O95398 whole entry, looked up): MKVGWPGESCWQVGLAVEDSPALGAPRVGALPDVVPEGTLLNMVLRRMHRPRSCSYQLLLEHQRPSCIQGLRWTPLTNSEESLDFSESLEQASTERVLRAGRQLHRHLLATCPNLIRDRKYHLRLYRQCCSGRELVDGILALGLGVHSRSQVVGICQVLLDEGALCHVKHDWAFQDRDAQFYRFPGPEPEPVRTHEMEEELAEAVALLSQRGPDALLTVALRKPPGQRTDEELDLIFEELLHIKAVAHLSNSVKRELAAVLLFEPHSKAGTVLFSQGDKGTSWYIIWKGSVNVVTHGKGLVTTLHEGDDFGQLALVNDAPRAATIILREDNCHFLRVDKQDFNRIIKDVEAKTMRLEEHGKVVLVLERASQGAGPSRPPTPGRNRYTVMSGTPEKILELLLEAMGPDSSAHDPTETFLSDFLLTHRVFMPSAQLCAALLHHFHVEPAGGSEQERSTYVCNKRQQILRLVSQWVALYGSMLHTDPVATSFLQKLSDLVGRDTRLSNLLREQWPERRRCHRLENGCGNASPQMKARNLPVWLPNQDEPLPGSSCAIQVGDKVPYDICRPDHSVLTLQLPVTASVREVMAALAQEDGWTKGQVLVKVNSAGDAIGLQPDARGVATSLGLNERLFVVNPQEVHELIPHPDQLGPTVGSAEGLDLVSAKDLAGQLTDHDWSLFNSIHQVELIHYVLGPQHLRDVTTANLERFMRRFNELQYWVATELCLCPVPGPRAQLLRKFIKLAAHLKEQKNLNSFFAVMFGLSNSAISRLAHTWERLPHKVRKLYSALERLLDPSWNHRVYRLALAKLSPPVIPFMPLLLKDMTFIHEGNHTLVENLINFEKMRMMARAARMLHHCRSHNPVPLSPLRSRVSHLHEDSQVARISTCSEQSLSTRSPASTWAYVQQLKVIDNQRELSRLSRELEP
#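 Fluorescent GDP-exchange assay: 100 nM EPAC1 with 250 nM Rap1B preloaded with BODIPY-GDP and 50 uM GDP; compounds tested as concentration series, 5 min at room temperature, then read every 5 min for 30 min (ex 480/em 540 nm); normalized to 6.5 mM cAMP.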
# WRN helicase inh = qHTS for Inhibitors of WRN Helicase; Bifunctional 3'-5' exonuclease/ATP-dependent helicase WRN (Homo sapiens), Q14191; WRN helicase unwinding, fluorescent forked duplex, kinetic; Potency, µM (highest dose often 114 µM), for the others: at the top dose activity change, negative = inhibition, usual class: inhibitors; actives 0.46% (n = 360,000); AID 651768, 2012; also: potency is read from the fitted curve at half-maximal effect; % is scaled to controls: 0 for no effect and ±100 for the full control effect; nearly all actives have a fitted effect of over 55% in size
#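 Screening of the MLSMR collection measured strand separation of a quenched forked DNA duplex (100 nM) by 20 nM WRN with 2 mM ATP, all final. Compounds were preincubated with enzyme 15 min at room temperature.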
# CCT chaperon mod = High-Throughput Screening for Modulators of Cytosolic Chaperonin Activity; actives 0.3% (n = 360,000); purified chaperonin ATPase assay, HTRF ADP detection, 30 min; AID 651819, 2012; activity change, % (test concentration not listed), hits read low; in the data active = activity change below about -30%; also: % is scaled to controls: 0 for no effect and ±100 for the full control effect
#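 Enzyme 40 or 20 nM (batch-dependent) in Tris pH 7.4/KCl/MgCl2/DTT; cpd 76 uM single point; ATP 10 uM; 30 min 37 °C; Transcreener ADP HTRF detection, 30 min RT; ratio 665/615.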
# PLK1 PBD block = qHTS for Inhibitors of PLK1-PDB (polo-like kinase 1 - polo-box domain): Primary Screen; Serine/threonine-protein kinase PLK1 (Homo sapiens), P53350; Plk1 PBD binding of FITC phosphopeptide, fluorescence polarization; actives 2.8% (n = 360,000); Potency, µM, for the others: max response, negative = inhibition, usual class: inhibitors; AID 720504, 2013; also: potency is read from the fitted curve at half-maximal effect; series mostly up to about 57 µM; % is scaled to controls: 0 for no effect and ±100 for the full control effect; nearly all actives have a fitted effect of over 65% in size
# EPAC1 antag = qHTS for Antagonist of cAMP-regulated guanine nucleotide exchange factor 3 (EPAC1): primary screen | Potency, µM (highest dose often 115 µM), for the others: at the top dose activity change, negative = inhibition, most hits filed as inhibitors | Rap guanine nucleotide exchange factor 3 (Homo sapiens), O95398 | AID 720709, 2013 | actives 0.14% (n = 360,000) | EPAC1 GEF assay, Rap1b-BODIPY-GDP exchange fluorescence;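 also: potency is read from the fitted curve at half-maximal effect; plate controls were vehicle for no effect and positive control for full effect; nearly all actives have a fitted effect of over 50% in size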
# PI5P4Ka inh = qHTS for Inhibitors of phosphatidylinositol 5-phosphate 4-kinase (PI5P4K); Phosphatidylinositol 5-phosphate 4-kinase type-2 alpha (Homo sapiens), P48426; PI5P4Kalpha enzyme, ADP-Glo luminescence, 60 min; stronger effect = lower value; max response, %; actives 1.2% (n = 330,000); active = max response of -50% or lower; inconclusive = between -30% and -50%; inactive = -30% or higher; also: value at the top dose of about 77 µM; % is scaled to controls: 0 for no effect and ±100 for the full control effect
#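 ADP-Glo luminescence end-point after a 60 min room-temperature kinase reaction. PI5P4Kalpha and substrate in HEPES pH 7.4 buffer with EGTA, 0.1% CHAPS and 5% DMSO; ATP at 5 microM final.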
# EPAC2 ag = qHTS for Agonist of cAMP-regulated guanine nucleotide exchange factor 4 (EPAC2): primary screen; Rap guanine nucleotide exchange factor 4 (Homo sapiens), Q8WZA2; EPAC2 activation, biochemical qHTS; response scale: 100% = 6.5 mM cAMP response; Potency, µM (series often up to 154 µM), inactives show at the top dose activation, usual class: activators; actives 0.079% (n = 360,000); also: potency is read from the fitted curve at half-maximal effect; nearly all actives have a fitted effect of over 50% in size
#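 Exchange assay: 100 nM EPAC2 with 250 nM Rap1B-BODIPY-GDP and 50 uM GDP. Fluorescence (ex 480/em 540 nm) read every 5 min for 30 min at room temperature. Data normalized to 6.5 mM cAMP as agonist control.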
# IL2 activator = qHTS of IL-2 Activators | activation, % (series mostly up to about 46 µM) | IL-2 activation reporter assay, cell-based qHTS; stimulated with anti-CD3/CD4/CD28 beads; in transgenic mouse T cells | actives 0.065% (n = 360,000); in the data active = activation above about 50%; inconclusive = mostly about 30% to 49%; also: 0% is about no effect
#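 Readout: EGFP and DsRed signals by fluorescent plate cytometry. Unstimulated transgenic mouse T cells received compound 60 min before antibody-bead stimulation, then incubated 18 h at 37 degrees C.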
# * marks the source's active call; other numbers are inactive results; ? = inconclusive; . = not tested or not shown; [ ] = remark or other dose. Unless noted, calls follow the shape of the dose curve; as a rule, active = well fitted curve in the direction sought with a large enough effect; inconclusive = small, poorly fitted or top-dose-only effect, or another doubt; inactive = no such curve, though single readings can be large; an effect the other way counts as inactive or inconclusive.
1: Clc1cc(Cl)c(OCc2nc(-c3ccccn3)no2)cc1Cl
2: CCc1ccccc1S(=O)(=O)Cc1ccc(C(=O)N2CCN(c3ccccn3)CC2)o1
3: Cc1noc(C)c1S(=O)(=O)N(C)C[C@H]1OCc2cnnn2CCCC(=O)N([C@H](C)CO)C[C@@H]1C
4: Cc1ccc(-c2noc(CN3CCOCC3)n2)cc1
5: Cn1cc([N+](=O)[O-])c(C(=O)NC2CCCCCC2)n1
6: COCc1ccc(CN2CCCCC2C(=O)Nc2ccc(Oc3ccccc3)nc2)o1 (stereo not given)
7: COc1cccc(NC(=O)c2cccnn2)c1
8: O=C(CSc1nc2ccccc2s1)N/N=C/c1ccco1
assay / compound | 1 | 2 | 3 | 4 | 5 | 6 | 7 | 8
PLK1 PBD block | 4% | -3% | -8% | -1% | -9% | 2% | -2% | -3%
WRN helicase inh | 0% | 2% | -5% | -3% | 7% | -8% | -2% | -7%[57.1 µM]
EPAC1 ag | 0% | -5% | -5% | 0% | 1% | -1% | 1% | 11%
PI5P4Ka inh | 8 | -5 | 2 | 2 | -1 | -6 | -2 | 3
EPAC1 antag | -1% | -7% | 7% | -27% | -23% | 9% | -9% | 17%
EPAC2 ag | -5% | 8% | 4% | 0% | 4% | 0% | 13% | -2%
CCT chaperon mod | -7.3 | -2.1 | -5.0 | -1.2 | -0.8 | -1.9 | -1.3 | 0.4
IL2 activator | -0.4 | -4.9 | -2.3 | 1.1 | 0.6 | -5.1 | -3.2 | 0.7

9: CCc1ccc(NC(=O)Nn2cnnc2)cc1
10: Cc1c(C)n(CC(O)CN2CCN(C)CC2)c2ccccc12 (stereo not given)
11: Cc1cc(N2CCCCC2)c(F)cc1[N+](=O)[O-]
12: Cc1ccc(C(=O)NC2CCCCCCC2)c(Cl)c1
13: COc1ccc(CCNc2ncnc3c2nnn3Cc2ccccc2)cc1
14: COCCN(Cc1nc(C(c2ccccc2)c2ccccc2)no1)C(C)C
15: CCOc1ccc(N(CC(=O)NC2CC3CCC2C3)S(=O)(=O)c2ccc(C)cc2)cc1 (stereo not given)
16: CC(NCCS(=O)(=O)c1ccc(Cl)cc1)c1cccc(Cl)c1 (stereo not given)
assay / compound | 9 | 10 | 11 | 12 | 13 | 14 | 15 | 16
PLK1 PBD block | -1% | -8% | -7% | -3% | -12% | -1% | -11% | 3%
WRN helicase inh | -3% | -3% | -8% | 4% | -3% | 8% | -3% | -3%
EPAC1 ag | 1% | 14% | 3% | -8% | -4% | 2% | -2% | 5%
PI5P4Ka inh | 1 | 9 | . | 1 | -13 | 0 | 8 | 6
EPAC1 antag | -5% | -6% | 1% | -17% | -18% | -1% | ? | -1%
EPAC2 ag | 5% | 14% | 10% | 1% | -1% | 2% | 8% | 9%
CCT chaperon mod | 0.1 | -2.5 | -3.6 | 0.5 | -1.4 | 0.9 | -2.3 | -2.2
IL2 activator | -3.4 | 1.1 | -2.9 | -0.5 | -0.7 | -3.5 | -0.6 | -0.3

# An excerpt from above in order of length of the SMILES, high to low:
15: CCOc1ccc(N(CC(=O)NC2CC3CCC2C3)S(=O)(=O)c2ccc(C)cc2)cc1 (stereo not given)
2: CCc1ccccc1S(=O)(=O)Cc1ccc(C(=O)N2CCN(c3ccccn3)CC2)o1
6: COCc1ccc(CN2CCCCC2C(=O)Nc2ccc(Oc3ccccc3)nc2)o1 (stereo not given)
14: COCCN(Cc1nc(C(c2ccccc2)c2ccccc2)no1)C(C)C
5: Cn1cc([N+](=O)[O-])c(C(=O)NC2CCCCCC2)n1
13: COc1ccc(CCNc2ncnc3c2nnn3Cc2ccccc2)cc1
10: Cc1c(C)n(CC(O)CN2CCN(C)CC2)c2ccccc12 (stereo not given)
4: Cc1ccc(-c2noc(CN3CCOCC3)n2)cc1
9: CCc1ccc(NC(=O)Nn2cnnc2)cc1
assay / compound | 15 | 2 | 6 | 14 | 5 | 13 | 10 | 4 | 9
PLK1 PBD block | -11% | -3% | 2% | -1% | -9% | -12% | -8% | -1% | -1%
WRN helicase inh | -3% | 2% | -8% | 8% | 7% | -3% | -3% | -3% | -3%
EPAC1 ag | -2% | -5% | -1% | 2% | 1% | -4% | 14% | 0% | 1%
PI5P4Ka inh | 8 | -5 | -6 | 0 | -1 | -13 | 9 | 2 | 1
EPAC1 antag | ? | -7% | 9% | -1% | -23% | -18% | -6% | -27% | -5%
EPAC2 ag | 8% | 8% | 0% | 2% | 4% | -1% | 14% | 0% | 5%
CCT chaperon mod | -2.3 | -2.1 | -1.9 | 0.9 | -0.8 | -1.4 | -2.5 | -1.2 | 0.1
IL2 activator | -0.6 | -4.9 | -5.1 | -3.5 | 0.6 | -0.7 | 1.1 | 1.1 | -3.4

# Next section:
17: CC1=C(C(=O)N2CCCCCC2)CC(CC(=O)NCCc2ccccn2)C(=O)N1Cc1ccccc1 (stereo not given)
18: COCCNC(=O)C(c1ccccc1)N(Cc1cccs1)C(=O)Cn1nnc2ccccc21 (stereo not given)
19: CC1=C(C(=O)N2CCOCC2)C(c2c(F)cccc2F)NC(=O)N1 (stereo not given)
20: CC(C)CN(C(=O)c1cccc(S(=O)(=O)N2CCCCC2)c1)C1CCS(=O)(=O)C1 (stereo not given)
21: O=C(NCc1ccccn1)C1CCN(C2CCN(Cc3cccc(F)c3)CC2)CC1
22: Cn1cc(-c2ccccc2C(N)=O)c(=O)c2cc(Cl)ccc21
23: CCOC(=O)N1CCN(C(=O)CCCN2C(=O)CSc3nc(C)cc(C)c32)CC1
24: O=[N+]([O-])c1ccc(CNC2CCCc3ccccc32)cc1 (stereo not given)
assay / compound | 17 | 18 | 19 | 20 | 21 | 22 | 23 | 24
PLK1 PBD block | 4% | -1% | -7% | -18% | 0% | -2% | -1% | -15%
WRN helicase inh | -6% | -9% | 12% | -2% | 11% | 0% | 2% | -1%
EPAC1 ag | -6% | 2% | 5% | -4% | -2% | -2% | 5% | 0%
PI5P4Ka inh | 7 | -1 | -7 | 0 | -4 | 5 | -4 | 4
EPAC1 antag | -18% | -13% | 1% | -5% | 3% | -9% | 14% | -17%
EPAC2 ag | 1% | 3% | 8% | 12% | 3% | 2% | -19% | 16%
CCT chaperon mod | 1.5 | -1.2 | -0.6 | -0.6 | -8.9 | 4.1 | -1.1 | -0.4
IL2 activator | -0.3 | -1.2 | 0.5 | -1.7 | 1.4 | -0.7 | -0.6 | -1.3

# Assay outcomes (PubChem)

# The list is partial; rates above refer to the full screens.
